# Screening data (PubChem)
# RPL19A TOR yeast: yeast TOR pathway RPL19A-GFP modulation; S. cerevisiae RPL19A-GFP strain, flow cytometry, 3 h; hits give low values; percent response vs DMSO, % at 10 µM; hit rate 0.3% among 330,000;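 active means percent response vs DMSO below 50%; inconclusive means fewer than 70 events counted for the yeast strain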;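 further: median channel GFP fluorescence of the barcoded RPL19A-GFP strain; ratio of sample median GFP to plate DMSO average so 100% = DMSO; lower means less RPL19A-GFP as with rapamycin TOR inhibition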
# ZTA counter: ZTA (EBV) inhibition in EBNA-1 counter-screen; P03206; ZTA-DNA binding, fluorescence polarization; inhibition, % at 11 µM; hit rate 0.15% among 320,000; AID 2234; in the data active means inhibition above about 33%
# MEP2 TOR yeast: alters MEP2-GFP fluorescence in TOR pathway yeast screen; S. cerevisiae MEP2-GFP strain, flow cytometry GFP, 3 h; 100% = DMSO control level; GFP response vs DMSO, % at 10 µM; hit rate 0.51% among 330,000;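 active means GFP response versus DMSO above a set limit, roughly screen mean plus 3 SD, cut at about 180% in these data; inconclusive means fewer than 70 cells counted for a yeast strain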;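 further: median GFP fluorescence of the barcode-gated MEP2-GFP cells per well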
# procasp3 activ: procaspase-3 (human) activation | P42574 | recombinant procaspase-3 D3A, Ac-DEVD-pNA absorbance 405 nm | activation, % at 8.5 µM | hit rate 0.11% among 330,000 | AID 463141;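 active means activation above the mean of all tested compounds plus 3 SD, cut at about 21% in these data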;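 further: 0% = DMSO alone and 100% = DMSO wells spiked with extra 5 µM PC-3 D3A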
#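 Test system: Procaspase-3 D3A mutant, all three cleavage aspartates alanine | Dosing: Single dose, 8.5 µM nominal compound, 0.8% DMSO | Schedule: 1 h preincubation, 2 h reaction | Technique: 405 nm absorbance of p-nitroaniline, reads at 0 and 120 min | Repeats: One well per compound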
# LAP4 TOR yeast: yeast TOR pathway LAP4-GFP modulation. S. cerevisiae LAP4-GFP multiplex, flow cytometry GFP, 3 h; median GFP as percent of DMSO wells. GFP response vs DMSO, % at 10 µM. hit rate 0.34% among 320,000. AID 2023;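 active means GFP response vs DMSO above a set limit, about the screen mean plus 3 SD, cut at about 150% in these data; inconclusive means under 70 cell events counted for the yeast strain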
# proCasp7 act: counter-screen: procaspase-7 (human) activation; P55210; recombinant procaspase-7, Ac-DEVD-pNA absorbance 405 nm; D23A/D198A/D206A triple mutant, cannot self-cleave; scale: DMSO 0, 5 µM enzyme 100; activation, % at 8.5 µM; hit rate 0.093% among 330,000; AID 463210;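 active means percent activation above the screen-wide mean plus 3 SD, cut at about 25% in these data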
#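 Assay system: Uncleavable procaspase-7 mutant enzyme; Input: 2 µM procaspase-7 mutant as dispensed; Also added: DEVD-pNA substrate; Medium: Zinc-free HEPES pH 7.4 with 300 mM NaCl, 0.01% Triton X-100; Timing: 1 h compound preincubation, 2 h substrate cleavage, 25 °C; Measured by: Epi-absorbance of released pNA at 405 nm, two timepoints.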
# AHR activator: activates the human aryl hydrocarbon receptor; P35869; AHR-responsive luciferase reporter cells, luminescence; activation, % at 5 µM; hit rate 2.5% among 320,000; in the data active means activation above about 47%;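 further: 0% = vehicle wells and 100% = reference agonist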
# Target sequence (P35869 whole entry, looked up): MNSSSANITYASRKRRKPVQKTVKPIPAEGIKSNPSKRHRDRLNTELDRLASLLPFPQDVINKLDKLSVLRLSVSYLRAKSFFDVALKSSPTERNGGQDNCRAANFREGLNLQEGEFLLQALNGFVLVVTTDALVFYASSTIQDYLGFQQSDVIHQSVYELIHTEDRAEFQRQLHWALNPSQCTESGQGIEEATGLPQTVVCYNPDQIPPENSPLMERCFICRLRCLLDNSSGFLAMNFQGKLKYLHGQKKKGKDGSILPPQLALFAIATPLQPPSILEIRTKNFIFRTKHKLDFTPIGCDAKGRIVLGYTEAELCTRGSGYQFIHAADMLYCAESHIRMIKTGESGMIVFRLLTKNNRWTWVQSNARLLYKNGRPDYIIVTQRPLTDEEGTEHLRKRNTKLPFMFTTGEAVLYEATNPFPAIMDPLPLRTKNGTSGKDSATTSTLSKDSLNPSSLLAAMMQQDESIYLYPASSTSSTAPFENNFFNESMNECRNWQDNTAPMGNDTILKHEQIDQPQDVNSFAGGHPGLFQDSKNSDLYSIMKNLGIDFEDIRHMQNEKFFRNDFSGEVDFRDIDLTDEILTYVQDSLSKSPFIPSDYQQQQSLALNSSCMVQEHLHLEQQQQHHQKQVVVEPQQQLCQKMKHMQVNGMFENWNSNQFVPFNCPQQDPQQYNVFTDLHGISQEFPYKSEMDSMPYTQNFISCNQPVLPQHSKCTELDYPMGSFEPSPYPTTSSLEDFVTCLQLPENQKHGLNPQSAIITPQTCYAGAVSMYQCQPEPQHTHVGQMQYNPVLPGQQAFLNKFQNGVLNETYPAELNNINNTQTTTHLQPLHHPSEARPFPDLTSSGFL
# EBNA-1 inhibitor: blocks EBNA-1 binding to DNA | EBNA-1 DNA binding, fluorescence polarization | inhibition, % at 14.8 µM | hit rate 0.34% among 300,000; in the data active means inhibition above about 28%
# * marks the source's active call; other numbers are inactive results; ? = inconclusive; nt = no result given; [ ] = dose if it differs, or a comment. Rows are unselected. About 3.8% of those tested had a hit in this group.
SMILES,RPL19A TOR yeast,ZTA counter,MEP2 TOR yeast,procasp3 activ,LAP4 TOR yeast,proCasp7 act,AHR activator,EBNA-1 inhibitor
O=C(NC1CCCCCCC1)C1c2ccccc2C(=O)N1Cc1ccco1 (stereo unspecified),105.2,6.1,105.5,5.1,105.0,4.1,0.3,-8.9
CCN(CC)CCOC(=O)c1ccc(N/C=C(/C#N)c2nc(-c3ccc(OC)c(OC)c3)cs2)cc1,102.7,73.7*,107.0,-9.8,146.9,7.9,5.2,2.0
Cc1ccc(NC(=O)CCN2CCc3ccccc3C2)cc1,94.2,-8.0,97.9,0.9,93.2,0.1,8.3,-0.7
COC(=O)c1sccc1NC(=O)CSc1nnnn1-c1ccccc1F,95.7,-6.9,99.5,6.1,105.1,8.0,7.1,-10.0
Cc1ccc(S(=O)(=O)NC2(C(F)(F)F)NC(=O)N(CCc3ccccc3)C2=O)cc1 (stereo unspecified),105.5,7.2,97.1,8.5,103.9,0.5,0.1,-9.1
Cc1cc2nc(CS(=O)(=O)c3ccccc3)cc(=O)n2[nH]1,100.7,-2.0,101.9,2.1,104.8,19.5,-0.9,-10.9
COc1cccc(N2CCN(C(=O)Nc3ccccc3Cl)CC2)c1,103.8,-3.9,99.3,9.6,95.2,10.0,-6.4,-2.4
Oc1[nH]c2ccccc2c1N=Nc1ccccc1,109.3,0.2,98.8,-4.7,117.2,-13.2,46.0,-2.2
COC(=O)c1ccc(OCC(O)CN2CCN(C(=O)c3ccco3)CC2)c(OC)c1 (stereo unspecified),101.9,-21.8,100.7,6.8,99.3,10.2,0.2,-6.9
O=C(N/C(=C\c1cccnc1)C(=O)N1CCOCC1)c1cccc(Br)c1,97.1,-11.6,92.4,-2.2,88.5,11.8,3.4,-1.8

# Overlap with the part before: six compounds; new compounds follow.
SMILES,RPL19A TOR yeast,ZTA counter,MEP2 TOR yeast,procasp3 activ,LAP4 TOR yeast,proCasp7 act,AHR activator,EBNA-1 inhibitor
Cc1ccc(S(=O)(=O)NC2(C(F)(F)F)NC(=O)N(CCc3ccccc3)C2=O)cc1 (stereo unspecified),105.5,7.2,97.1,8.5,103.9,0.5,0.1,-9.1
Cc1cc2nc(CS(=O)(=O)c3ccccc3)cc(=O)n2[nH]1,100.7,-2.0,101.9,2.1,104.8,19.5,-0.9,-10.9
COc1cccc(N2CCN(C(=O)Nc3ccccc3Cl)CC2)c1,103.8,-3.9,99.3,9.6,95.2,10.0,-6.4,-2.4
Oc1[nH]c2ccccc2c1N=Nc1ccccc1,109.3,0.2,98.8,-4.7,117.2,-13.2,46.0,-2.2
COC(=O)c1ccc(OCC(O)CN2CCN(C(=O)c3ccco3)CC2)c(OC)c1 (stereo unspecified),101.9,-21.8,100.7,6.8,99.3,10.2,0.2,-6.9
O=C(N/C(=C\c1cccnc1)C(=O)N1CCOCC1)c1cccc(Br)c1,97.1,-11.6,92.4,-2.2,88.5,11.8,3.4,-1.8
Cc1ccc(S(=O)(=O)NC(C)C(=O)OCC(=O)N(C)c2ccccc2)cc1 (stereo unspecified),101.9,-12.8,103.2,4.6,97.3,0.2,0.9,nt
CCOC(=O)C1CCN(C(=O)c2ccc3c(=O)n4c(nc3c2)CCCCC4)CC1,101.9,-0.4,105.0,3.8,98.7,-1.2,-1.1,14.1
CCC(C)(C)NC(=O)c1ccccc1Oc1ccccc1,92.6,1.9,99.9,-3.6,104.5,8.7,0.9,3.3
Cc1ccc2c(c1)C(=O)C(=O)N2CCCOc1ccccc1,98.3,27.8,100.4,1.0,104.3,7.9,6.5,10.4
O=S(=O)(NCCCN1CCOCC1)c1ccc(Cl)s1,99.0,-9.2,99.7,0.0,94.1,-1.7,0.4,-1.8
COc1ccccc1/C=C(/NC(=O)c1ccccc1)C(=O)NCCCn1ccnc1,98.3,0.3,103.1,-4.5,96.9,-14.9,8.2,-4.3
COc1ccc(OC)c(CN2CCN(C(=O)c3ccc(F)cc3)CC2)c1,102.7,9.0,105.4,4.9,93.5,6.2,1.0,11.0
Cc1ccc(N(C(C)C(=O)N2CCCC2)S(C)(=O)=O)cc1 (stereo unspecified),104.0,-9.7,100.1,-6.2,87.3,-4.8,2.4,-8.5
CCN1C(N(C)CCc2cccs2)=N[C@@H](c2ccccc2)C(C(=O)OC)=C1C,98.1,16.5,88.8,4.0,107.4,13.8,3.8,5.1
Cc1cccc(OCC(=O)NCc2cc(C)nc3ccccc23)c1,101.9,-22.3,104.7,-2.8,101.8,1.4,12.2,-4.7
COc1ccc(OC)c(C(=O)c2nc3c(n2O)CCCCC3)c1,19.6*[may fluoresce violet],4.3,822.5*[may fluoresce violet],1.2,103.0[may fluoresce violet],1.7,0.8,-11.1
O=Cc1ccccc1-n1cncn1,102.0,0.1,96.6,4.3,106.7,8.3,39.8,1.6
COc1ccc(NC2CCCN(C(=O)CN3CCOC3=O)C2)cc1 (stereo unspecified),101.6,6.7,98.5,3.3,97.0,6.0,-0.9,-1.9
CC1=C(C(=O)N2CCCC(C(=O)c3cccc4ccccc34)C2)OCCO1 (stereo unspecified),94.8,-18.0,91.4,8.5,95.5,-3.7,3.2,-10.6
C=CCn1c(SCC(=O)OCC)nc(C(F)(F)F)cc1=O,102.1,-6.6,102.3,-1.9,92.0,-0.7,-1.8,-4.7
CC(C)c1ccc(C(=O)NNC(=O)C2C3CCC(C3)C2C(=O)O)cc1 (stereo unspecified),98.7,2.9,137.7,-0.1,103.5,8.9,13.9,-2.7
Cc1ccccc1OCCCC(=O)NCc1ccco1,96.8,-7.2,97.2,-2.2,104.3,-7.0,2.5,-6.3
COC(=O)C1=C(C(=O)OC)[C@@H]2N(Cc3ccccc3)c3ccccc3[C@@]23C[C@@H](C(=O)OC)N(C(=O)COCc2ccccc2)C3=N1,95.8,9.4,84.3,14.3,124.6,0.3,-1.4,7.1
CCOC(=O)c1nc(Nc2cc(Cl)ccc2OC)c2ccccc2n1,98.5,10.8,107.8,7.8,107.2,25.7*,1.7,13.3
O=c1cc(-c2ccc(Br)cc2)[nH][nH]1,96.2,3.8,97.0,-4.1,102.0,-9.4,-0.5,-11.9
COc1ccc(COC(=O)C2CC(=O)N(Cc3ccccc3)C2)cc1 (stereo unspecified),?,-4.6,?,4.6,?,17.5,-0.8,nt
CC(Cc1cccs1)NC(=S)Nc1ccc(Cl)cc1 (stereo unspecified),100.8,2.3,106.7,-2.7,112.0,-3.1,-5.8,-12.4
Cn1nc(C(=O)NNC(=O)C2CSC3(C)CCC(=O)N23)c2ccccc2c1=O (stereo unspecified),99.9,-7.5,100.9,-6.8,103.4,-6.9,6.3,-4.4
CSc1nc(-c2ccccc2)nc(NC(=O)C(C)C)c1C(C)=O,97.4,-9.0,97.6,1.1,96.9,8.0,15.7,-8.9
Cc1ccc(NS(=O)(=O)c2ccc(N/N=C/c3ccncc3)c([N+](=O)[O-])c2)c(C)c1,92.6,-2.7,98.0,8.9,90.3,3.2,48.2*,-2.0
O=C(NCC(=O)N1CCC2(CC1)NCCc1[nH]cnc12)c1ccc(F)cc1,101.5,9.5,96.6,0.7,106.2,5.9,-0.4,0.2
Cc1nn(CC(=O)Nc2cccc(Cl)c2)c(=O)c2cc(-c3ccccc3)nn12,99.9,8.8,96.4,5.9,91.4,1.7,-1.7,2.4
CC(C)c1ccc(CNc2ncccn2)cc1,104.9,-12.3,99.4,2.2,96.5,-12.5,4.5,-0.5
O=C(COC(=O)COc1ccc(Nc2ccccc2)cc1)NCc1ccco1,105.5,4.4,110.0,-16.0,115.4,-7.5,0.9,9.2
O=C(Nc1nc2ccccc2[nH]1)c1cccs1,94.0,2.1,102.3,1.3,99.5,-0.1,44.6,0.4

# Arranged by count of non-hydrogen atoms (falling): part of the list above
SMILES,RPL19A TOR yeast,ZTA counter,MEP2 TOR yeast,procasp3 activ,LAP4 TOR yeast,proCasp7 act,AHR activator,EBNA-1 inhibitor
COC(=O)c1ccc(OCC(O)CN2CCN(C(=O)c3ccco3)CC2)c(OC)c1 (stereo unspecified),101.9,-21.8,100.7,6.8,99.3,10.2,0.2,-6.9
COC(=O)c1sccc1NC(=O)CSc1nnnn1-c1ccccc1F,95.7,-6.9,99.5,6.1,105.1,8.0,7.1,-10.0
CC(C)c1ccc(C(=O)NNC(=O)C2C3CCC(C3)C2C(=O)O)cc1 (stereo unspecified),98.7,2.9,137.7,-0.1,103.5,8.9,13.9,-2.7

# Later entries
SMILES,RPL19A TOR yeast,ZTA counter,MEP2 TOR yeast,procasp3 activ,LAP4 TOR yeast,proCasp7 act,AHR activator,EBNA-1 inhibitor
Cc1ccc(O)c(NC(=S)NC(=O)COc2ccc(Br)cc2)c1,95.1,-12.3,97.5,-7.2,95.5,-6.2,1.4,-6.0
CCOc1ccc(N(CC(=O)NC2CCCCC2)C(=O)CSc2nnc(COc3ccccc3)o2)cc1,94.0,10.9,94.1,7.0,90.3,14.9,1.8,-3.0
COc1cc([N+](=O)[O-])ccc1NC(=O)NCC1CCN(Cc2ccc(Cl)cc2)CC1,98.0,-1.8,99.6,-17.1,93.9,2.9,2.6,-7.5
COc1ccc(CN2CCN(Cc3ccc4cc(F)ccc4n3)CC2CCO)c(C)c1C (stereo unspecified),101.0,13.9,99.8,-7.0,90.2,-12.6,7.9,7.2
Oc1ccc(C[C@@H]2CNCCN2CC2(c3ccccc3)CC2)cc1,91.7,-10.3,90.5,-0.2,131.5,12.8,0.6,-0.8
COc1ccc(Cn2nnnc2C(CC(C)C)N2CCN(c3ccccc3)CC2)cc1 (stereo unspecified),101.7,-0.5,93.3,-5.9,103.9,7.2,0.9,9.7
COc1cc2ccccc2cc1C(=O)Nc1nc(C)c(C(C)=O)s1,99.0,2.9,98.5,1.6,100.3,15.2,6.6,-6.0
O=C(Nc1nnc(C2=COCCO2)o1)c1cccc(Br)c1,96.6,-16.9,90.7,1.0,78.1,7.7,9.0,4.0
CCN(C(=O)CSc1ncccn1)c1cccc2ccccc12,97.6,nt,90.8,16.4,94.3,4.6,0.3,nt
CCC(=O)Nc1ccc(NC(=O)c2oc3ccccc3c2C)cc1,96.0,-12.1,99.8,9.6,94.9,11.9,6.0,-0.2
